RmlCD inh 1536 – blocks M. tuberculosis RmlC and RmlD coupled enzymes. P9WH09+P9WH11. RmlC+RmlD coupled enzyme assay, percent inhibition; primary screen in compound mixtures. inhibition, % at 3.6 µM. 160,000 tested, 0.03% active; in the data active means inhibition mostly above about 34%, no sharp cut-off; inconclusive means no clear call, values can overlap the other calls; inactive means mostly below about 22%; further: some results filed as inactive read as strong as hits
Target sequence (P9WH09 whole entry, looked up): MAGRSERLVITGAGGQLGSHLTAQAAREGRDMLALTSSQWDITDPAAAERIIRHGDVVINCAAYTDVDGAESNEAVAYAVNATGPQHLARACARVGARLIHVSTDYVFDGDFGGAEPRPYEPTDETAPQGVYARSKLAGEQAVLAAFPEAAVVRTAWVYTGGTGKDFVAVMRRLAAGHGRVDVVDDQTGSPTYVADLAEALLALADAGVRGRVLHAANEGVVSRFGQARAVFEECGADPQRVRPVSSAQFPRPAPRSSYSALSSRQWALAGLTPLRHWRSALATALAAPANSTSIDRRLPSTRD
Target sequence (P9WH11 whole entry, looked up): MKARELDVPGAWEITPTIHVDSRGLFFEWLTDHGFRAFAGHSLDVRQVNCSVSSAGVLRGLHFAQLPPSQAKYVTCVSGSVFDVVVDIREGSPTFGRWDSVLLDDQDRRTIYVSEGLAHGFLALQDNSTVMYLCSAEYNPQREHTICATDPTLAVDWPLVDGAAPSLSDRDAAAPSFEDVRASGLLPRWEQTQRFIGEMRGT
GlmU inhibition – inhibition of mycobacterial GlmU enzyme – biochemical, glucosamine-1-phosphate acetyltransferase (AID 1376) | M. tuberculosis GlmU acetyltransferase enzyme assay; higher % means a stronger effect | one-dose inhibition, %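 (tested at 30 µM in the primary screen)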; IC50 in µM for titrated hits | 220,000 tested, 0.25% active; in the data active means inhibition above about 13%; inconclusive means no clear call, values can overlap the other calls;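 further: 0% = complete reaction with vehicle and 100% = reaction without substrate; strong numbers were not always called active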
* = called active by the depositor. The list is partial (hit frequency here may not be typical).

CCOc1ccc(/C=C/C(=O)c2ccccc2)cc1OC was read as RmlCD inh 1536 -0.6 and GlmU inhibition 2.3%.
`Cc1cc(C)c(NC(=O)C2CCCN2C)c(C)c1` (stereo unspecified) gave GlmU inhibition 1.5%.
Screening CNC(=O)/C(C#N)=C/c1c(F)cccc1Cl returned RmlCD inh 1536 2.9 and GlmU inhibition 4.8%.
Cc1ccc(OCc2nc(-c3ccccc3)no2)cc1 was read as RmlCD inh 1536 -10.5 and GlmU inhibition -7.3%.
For Cc1ccc2nc(Nc3nc(CSc4nnc(C)s4)cc(=O)[nH]3)nc(C)c2c1 the results were RmlCD inh 1536 -6.3 and GlmU inhibition 4.7%.
CCn1c(SCC(=O)N/N=C(\C)c2ccncc2)nnc1-c1ccc(C)cc1 was read as RmlCD inh 1536 -17.7 and GlmU inhibition -0.3%.
CC(C)(C)C(=O)Nc1ccc(Sc2ccc([N+](=O)[O-])cc2)cc1 was read as RmlCD inh 1536 -2.5 and GlmU inhibition -0.7%.
Screening COc1cccc(NC(=O)CN(c2ccc([N+](=O)[O-])cc2)S(=O)(=O)c2ccccc2)c1 returned GlmU inhibition -1.5%.
CCOc1cc(NC(=S)NC)c(OCC)cc1NC(=O)c1ccco1 was read as GlmU inhibition 1.4%.
`CCSc1nnc(NC(=O)Cn2cnc3c2c(=O)n(C)c(=O)n3C)s1` gave RmlCD inh 1536 2.7 and GlmU inhibition -1.6%.
For O=C(Nc1ccc2c(c1)OCCO2)NC1CCCCC1 the results were RmlCD inh 1536 -5.8 and GlmU inhibition 0.5%.
For COc1ccccc1NC(=O)/C(C#N)=C/c1cc([N+](=O)[O-])ccc1N1CCCC1 the results were RmlCD inh 1536 37.4 and GlmU inhibition -4.0%.
`Cc1cc(C(=O)N2CCN(c3ccccc3)CC2)no1` gave RmlCD inh 1536 10.7 and GlmU inhibition -0.7%.
Screening COc1cc(C2C(C#N)=C(C)NC3=C2C(=O)CC(C)(C)C3)cc(OC)c1O (stereo unspecified) returned RmlCD inh 1536 9.3 and GlmU inhibition 0.9%.
CCN(CC)CCCNC(=O)c1sc2ncn(CC(=O)Nc3ccc(C)c(Cl)c3)c(=O)c2c1C was read as RmlCD inh 1536 58.9 and GlmU inhibition -9.1%.
`Cc1ccc(Cn2cccc(NC(=O)NC3CCCCC3)c2=O)cc1` gave RmlCD inh 1536 -10.9 and GlmU inhibition 2.8%.
Screening COc1ccc(C(=O)N(CCCO)C(C)C(=O)NC2CCCCC2)cc1OC (stereo unspecified) returned GlmU inhibition 1.0%.
Screening CCC(C)(C)n1nnnc1C(c1ccc(C)cc1)N1CCCC1 (stereo unspecified) returned GlmU inhibition 3.8%.
`COc1cccc2c1OCC(C(=O)O)C2` (stereo unspecified) gave RmlCD inh 1536 4.0 and GlmU inhibition -2.2%.
`S=C(Nc1ccccc1)N1CCCCCCC1` gave RmlCD inh 1536 -5.6 and GlmU inhibition -2.1%.
Screening NS(=O)(=O)c1ccc(CCNC(=O)C2CCN(S(=O)(=O)c3ccccc3)CC2)cc1 returned RmlCD inh 1536 -2.3 and GlmU inhibition -0.7%.
Screening O=C(/C=C/c1ccc(Cl)cc1)NC(=S)Nc1ccc(N2CCOCC2)c(Cl)c1 returned RmlCD inh 1536 -1.5 and GlmU inhibition -2.9%.
`O=[N+]([O-])c1ccc(N2CCNCC2)cc1NC1CC1` gave RmlCD inh 1536 inconclusive.
CC(C)c1ccc(N(CC(=O)NN=C2CCN(C)CC2)S(=O)(=O)c2ccccc2)cc1 was read as RmlCD inh 1536 7.6 and GlmU inhibition -6.3%.
Cc1ccc(S(=O)(=O)c2nc(-c3cccs3)oc2NCCCN(C)C)cc1 was read as RmlCD inh 1536 7.5 and GlmU inhibition -0.9%.
`O=C(COC(=O)C1CCN(S(=O)(=O)c2cccc3cccnc23)CC1)c1ccc(F)cc1` gave RmlCD inh 1536 3.6 and GlmU inhibition 1.5%.
`N#Cc1c(/N=C/c2ccco2)oc(-c2ccccc2)c1-c1ccccc1` gave RmlCD inh 1536 12.4.
`CC(C)Oc1cc(-n2c(=S)[nH]c3ccccc3c2=O)c(Cl)cc1Cl` gave GlmU inhibition -4.3%.
`COc1ccccc1C(OC(=O)c1cccs1)C(=O)NCC1CCCO1` (stereo unspecified) gave GlmU inhibition -1.0%.
Screening Nc1nn(-c2ccccc2)nc1C(=O)OCc1ccccc1F returned RmlCD inh 1536 3.9.
For S=c1[nH]nc(CSc2nc3ccccc3s2)o1 the results were RmlCD inh 1536 -3.4 and GlmU inhibition 40.6%.
`S=C(Nc1ccc(Cl)cc1Cl)N1CCCCC1` gave RmlCD inh 1536 12.2 and GlmU inhibition 3.4%.
For O=C(C(Cc1ccccc1)n1cccc1)N1CCN(c2ncccn2)CC1 (stereo unspecified) the results were RmlCD inh 1536 5.9 and GlmU inhibition 6.1%.
`CCCC(=O)NCCCc1nc2ccccc2n1CCC` gave RmlCD inh 1536 -5.8 and GlmU inhibition 2.7%.
Cc1ccc2oc(=O)c3cnn(CC(=O)N4CCCc5ccccc54)c3c2c1 was read as RmlCD inh 1536 8.6 and GlmU inhibition -1.5%.
For Oc1oc(-c2ccccc2Br)nc1/C=N/c1ccccn1 the results were RmlCD inh 1536 2.0 and GlmU inhibition -0.5%.
For O=C(c1ccc(F)cc1)N1CCN(c2ccc(N3CCOCC3)nn2)CC1 the results were RmlCD inh 1536 26.7 and GlmU inhibition 2.6%.
Screening Cc1cc(Cl)ccc1OCC(=O)NCc1ccncc1 returned GlmU inhibition 3.4%.
Screening CC(=O)Nc1nc2ccccc2n1CCOc1ccccc1 returned GlmU inhibition 3.0%.
For Cc1ccnc(NS(=O)(=O)c2ccc(NC(=O)c3c(-c4ccccc4Cl)noc3C)cc2)n1 the results were RmlCD inh 1536 -12.0 and GlmU inhibition -4.7%.
`c1ccc(-c2cc(-c3ccccc3)[n+](-c3ccccc3)c(-c3ccccc3)c2)cc1` gave RmlCD inh 1536 -4.4 and GlmU inhibition -10.7%.
`CCN(CC)CCCNC(=O)C1c2ccccc2C(=O)N1Cc1ccc(C)cc1` (stereo unspecified) gave RmlCD inh 1536 11.7 and GlmU inhibition -2.1%.
CCOC(=O)CSc1nc(C)[nH]c1[N+](=O)[O-] was read as RmlCD inh 1536 1.1 and GlmU inhibition 0.6%.
`N#CC1=C(N2CCOCC2)/C(=C\c2ccccc2)CC1` gave GlmU inhibition 0.8%.
CC1CCCC(C)N1S(=O)(=O)c1ccc(S(=O)(=O)N2CCOCC2)cc1 (stereo unspecified) was read as RmlCD inh 1536 43.8 and GlmU inhibition -1.0%.

Filtered by structure: the compounds so far containing a furan ring, fused or not (two)
CCOc1cc(NC(=S)NC)c(OCC)cc1NC(=O)c1ccco1 was read as GlmU inhibition 1.4%.
`N#Cc1c(/N=C/c2ccco2)oc(-c2ccccc2)c1-c1ccccc1` gave RmlCD inh 1536 12.4.

New compounds follow.
For COc1cccc(NC(=O)COC(=O)c2c(F)cccc2Cl)c1 the results were RmlCD inh 1536 -7.0 and GlmU inhibition -1.6%.
For Cc1nc2ccccn2c1P(=O)(N1CCCCC1)N1CCCCC1 the results were GlmU inhibition -2.4%.
Screening O=C(CSc1nc2cc([N+](=O)[O-])ccc2n1-c1ccc(F)cc1)NC1CCS(=O)(=O)C1 (stereo unspecified) returned RmlCD inh 1536 4.6 and GlmU inhibition -2.4%.
Screening Cc1cc(C(=O)COC(=O)c2ccc[nH]c2=O)c(C)n1C returned RmlCD inh 1536 7.1 and GlmU inhibition 5.3%.
For COc1cccc(OC)c1OCCCCN1CCC(Cc2ccccc2)CC1 the results were RmlCD inh 1536 -10.9 and GlmU inhibition 4.2%.
For c1coc(-c2ccnc3nc(-n4cccc4)nn23)c1 the results were RmlCD inh 1536 -12.1 and GlmU inhibition -1.4%.
Screening Cn1nc(N)c2c(-c3ccccc3)c(C#N)c(N)nc21 returned RmlCD inh 1536 -3.9 and GlmU inhibition 0.7%.
`O=C(N1CCN(c2ccccc2)CC1)C1(c2cccs2)CCOCC1` gave RmlCD inh 1536 20.8 and GlmU inhibition 1.8%.
Screening Fc1ccc(-c2cc(C(F)(F)C(F)F)[nH]n2)cc1 returned RmlCD inh 1536 6.7 and GlmU inhibition -4.1%.
CC1CCCCN1S(=O)(=O)c1ccc(NC(=O)CSc2nnnn2C)cc1 (stereo unspecified) was read as GlmU inhibition -3.3%.
CCCCOc1ccc(Nc2nc(C)cc(C)c2C#N)cc1 was read as GlmU inhibition -7.3%.
For Cn1cnnc1SCC(=O)Nc1cccc(C(=O)O)c1 the results were GlmU inhibition -1.8%.
For CCOc1ccc(/C=N/NC(=O)c2ccc(CSc3nc4ccccc4[nH]3)cc2)cc1 the results were RmlCD inh 1536 -11.2 and GlmU inhibition -2.7%.
O=C(NCCN1CCNCC1)c1ccccn1 was read as GlmU inhibition 0.8%.
C1CCC2=NCCCN2CC1 was read as GlmU inhibition 11.0%.

Quoted at random: seven compounds from above, in no set order.
O=C(NCCN1CCNCC1)c1ccccn1 was read as GlmU inhibition 0.8%.
For Cc1nc2ccccn2c1P(=O)(N1CCCCC1)N1CCCCC1 the results were GlmU inhibition -2.4%.
For c1coc(-c2ccnc3nc(-n4cccc4)nn23)c1 the results were RmlCD inh 1536 -12.1 and GlmU inhibition -1.4%.
For COc1cccc(OC)c1OCCCCN1CCC(Cc2ccccc2)CC1 the results were RmlCD inh 1536 -10.9 and GlmU inhibition 4.2%.
Screening Fc1ccc(-c2cc(C(F)(F)C(F)F)[nH]n2)cc1 returned RmlCD inh 1536 6.7 and GlmU inhibition -4.1%.
Screening Cc1cc(C(=O)COC(=O)c2ccc[nH]c2=O)c(C)n1C returned RmlCD inh 1536 7.1 and GlmU inhibition 5.3%.
For CCOc1ccc(/C=N/NC(=O)c2ccc(CSc3nc4ccccc4[nH]3)cc2)cc1 the results were RmlCD inh 1536 -11.2 and GlmU inhibition -2.7%.

More compounds follow.
`Cc1ccc(C)c(NC(=O)CSc2nnc(-c3ccccc3)n2N)c1` gave RmlCD inh 1536 -4.6 and GlmU inhibition -2.0%.
CC(C)(C)OC(=O)N1CC(O)CC1C(=O)OCC(=O)c1ccc(-c2ccccc2)cc1 (stereo unspecified) was read as RmlCD inh 1536 -8.5 and GlmU inhibition -1.3%.
Screening COc1ccc(N2CCN(c3ncccn3)CC2)cc1 returned RmlCD inh 1536 7.0 and GlmU inhibition 2.2%.
Screening CC12CC(c3ccccc3O1)N(C(=O)c1ccc(Br)o1)C(=O)N2c1ccccc1 (stereo unspecified) returned GlmU inhibition -5.0%.
Cc1ccccc1C([O-])=Nc1ccc[n+](-c2nc3ccccc3nc2NS(=O)(=O)c2ccccc2)c1 was read as RmlCD inh 1536 82.1 and GlmU inhibition -1.8%.
For Cc1c(N2C(=O)CSC2=S)c(=O)n(-c2ccccc2)n1C the results were RmlCD inh 1536 -5.0 and GlmU inhibition -3.2%.
`CN(C(=S)NC(=O)c1ccccc1)c1c(N)n(Cc2ccccc2)c(=O)[nH]c1=O` gave GlmU inhibition 1.5%.
Screening O=C(CN1c2ccccc2Sc2ccccc21)N/N=C/c1ccc(Cl)cc1Cl returned RmlCD inh 1536 -4.3 and GlmU inhibition 2.6%.
Screening Cc1sc(NC(=O)CSc2nnc(C(C)C)n2C)c(C#N)c1C returned GlmU inhibition 3.3%.
Screening COc1ccc(CNCc2cn(-c3cccc(F)c3)nc2-c2ccc(C)o2)cc1 returned RmlCD inh 1536 -8.6 and GlmU inhibition -6.0%.
`COc1ccc(Cn2c(=O)sc3ccccc32)cc1OC` gave RmlCD inh 1536 7.4 and GlmU inhibition -2.7%.
O=C(NNC(=S)NCc1ccco1)c1cccs1 was read as RmlCD inh 1536 11.1 and GlmU inhibition -1.5%.
For Cc1ccc(C)c(Cn2c(=O)n(CCC(=O)NCc3ccco3)c(=O)c3sccc32)c1 the results were RmlCD inh 1536 63.0 and GlmU inhibition -3.9%.
Cc1cccc(-c2nsc(SCC(=O)N3CCCC3)n2)c1 was read as GlmU inhibition 6.1%.
`CC1(C)Cc2ccccc2-c2nnc(C(F)(F)F)n21` gave GlmU inhibition 0.6%.

Among those listed so far, two have a tert-butyl group:
CC(C)(C)C(=O)Nc1ccc(Sc2ccc([N+](=O)[O-])cc2)cc1 was read as RmlCD inh 1536 -2.5 and GlmU inhibition -0.7%.
CC(C)(C)OC(=O)N1CC(O)CC1C(=O)OCC(=O)c1ccc(-c2ccccc2)cc1 (stereo unspecified) was read as RmlCD inh 1536 -8.5 and GlmU inhibition -1.3%.

Continued.
`COCc1c(Br)c(C)nc(OCC(=O)N/N=C/c2ccco2)c1C#N` gave RmlCD inh 1536 18.2 and GlmU inhibition -4.4%.
Screening COc1ccc(NC(=O)c2cccnc2N2CCOCC2)cc1 returned RmlCD inh 1536 -16.0 and GlmU inhibition 2.9%.
Screening C=CCn1c(-c2cccn(Cc3ccccc3)c2=O)n[nH]c1=S returned RmlCD inh 1536 9.7 and GlmU inhibition -1.0%.
O=C(NCC1CCCO1)c1cc2n(n1)C(C(F)(F)F)CC(c1ccc(Br)cc1)N2 (stereo unspecified) was read as GlmU inhibition 8.6%.
CN1CCN(Cc2nc3ccccc3c(=O)n2CC#N)CC1 was read as RmlCD inh 1536 -7.6 and GlmU inhibition -4.4%.
For Cc1ccc(C(=O)Nc2ccc(C)c(S(=O)(=O)Nc3ccccc3Cl)c2)s1 the results were RmlCD inh 1536 7.1 and GlmU inhibition 2.8%.
For CCOc1ccc(NC(=O)C(C)Oc2ccccc2C(=O)Nc2cccc(Cl)c2Cl)cc1 (stereo unspecified) the results were RmlCD inh 1536 -0.7 and GlmU inhibition 1.8%.
For CCCn1c(SCC(=O)Nc2ccccc2-c2ccccc2)nnc1-c1ccoc1C the results were RmlCD inh 1536 10.8 and GlmU inhibition 4.6%.
Screening CCCCC#Cc1ccc(C(=O)NNC(=O)Nc2cc(Cl)cc(Cl)c2)o1 returned GlmU inhibition -3.8%.

Source: PubChem BioAssay
